# 14-3-3g Raf – modulators of 14-3-3 gamma protein binding, primary screen, biochemical, fluorescence polarization. 14-3-3 protein gamma (Homo sapiens), P61981. FP, 14-3-3gamma / TMR-pS259-Raf peptide binding. inhibition, % at 40 µM. 160,000 tested, 0.19% active; in the data active = inhibition above about 30%;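 also: 0% = protein plus tracer without compound and 100% = blank with tracer alone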
# Target sequence (P61981 whole entry, looked up): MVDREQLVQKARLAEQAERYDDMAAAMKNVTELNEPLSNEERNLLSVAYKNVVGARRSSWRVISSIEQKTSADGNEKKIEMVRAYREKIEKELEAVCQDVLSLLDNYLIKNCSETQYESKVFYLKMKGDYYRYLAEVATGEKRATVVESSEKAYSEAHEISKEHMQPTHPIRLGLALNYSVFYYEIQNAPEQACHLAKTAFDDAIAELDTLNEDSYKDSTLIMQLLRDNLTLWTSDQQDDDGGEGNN
# The depositor's hits bear a star; + = active, no number; & = joins results of further samples. An excerpt (hit frequency here may not be typical).
SMILES,14-3-3g Raf
Cc1ccc2nc(NC(=O)CN(C)S(=O)(=O)c3ccc(Br)s3)sc2c1,-1
CCCCSc1nnc2c3c4c(sc3nc(C)n12)CCCC4,-16
O=C(NCCCN1CCN(c2ccccc2F)CC1)C1CCN(S(=O)(=O)c2cccs2)CC1,1&-10
COC(=O)C1=C(C)NC2=C(C(=O)CC(c3ccccc3Cl)C2)C1c1coc2ccccc2c1=O (centres undefined),-4
CN(C)c1ccc(C2OC(=O)C(C)(C)C(=O)C2(C)C)cc1 (centres undefined),-3
CCN(C(=O)c1cc2c(=O)oc3ccccc3c2s1)c1ccc(F)cc1,-6
O=C1CSC(c2ccc([N+](=O)[O-])cc2)N1c1ccccc1 (centres undefined),-7
NC(=O)CSC1=Nc2ccccc2C2=NC(CCC(=O)NCc3ccc(F)cc3)C(=O)N12 (centres undefined),-4&-8
CCC(C)(C)n1nnnc1C(c1cccc(C#N)c1)N1CCN(c2cc(C)ccc2C)CC1 (centres undefined),-2
CC1(C)CC(=O)C2=C(C1)NC1=C(C(=O)CC(C)(C)C1)C2c1ccccc1C(F)(F)F,-8

# Reprinted at random: four entries already listed, in no set order.
SMILES,14-3-3g Raf
NC(=O)CSC1=Nc2ccccc2C2=NC(CCC(=O)NCc3ccc(F)cc3)C(=O)N12 (centres undefined),-4&-8
CN(C)c1ccc(C2OC(=O)C(C)(C)C(=O)C2(C)C)cc1 (centres undefined),-3
Cc1ccc2nc(NC(=O)CN(C)S(=O)(=O)c3ccc(Br)s3)sc2c1,-1
O=C(NCCCN1CCN(c2ccccc2F)CC1)C1CCN(S(=O)(=O)c2cccs2)CC1,1&-10

# The results go on:
SMILES,14-3-3g Raf
Cc1cccc(-n2ncc3c(Nc4cccc5ccccc45)ncnc32)c1,-6
COc1ccc(N(C(=O)Cn2nnc3ccccc32)C(C(=O)NCc2ccco2)c2cccnc2)cc1 (centres undefined),-3
C=CCOC(=O)C1=C(C)NC2=C(C(=O)CC(C)(C)C2)C1c1ccccc1OCCCC (centres undefined),-15
COCCCNC(=O)c1cnn2c(C)c(Cc3ccccc3C)c(C)nc12,-5
CCn1c2ccccc2c2nnc(SCC(=O)OCN3C(=O)c4ccccc4C3=O)nc21,-1&-7
CCOC(=O)C1CCCN(c2c(N3CCN(C4CCCCC4)CC3)c(=O)c2=O)C1 (centres undefined),0
Cc1ccc(S(=O)(=O)N2CCN(C(=O)c3ccc(F)cc3)CC2)cc1,8
COc1ccc(N2CCN(c3cc(=O)n(Cc4ccc(F)cc4)c(=O)[nH]3)CC2)cc1,0
Cc1ccc(-c2cc(C(=O)NCC3CCCO3)c3ccccc3n2)c(C)c1 (centres undefined),-14
Cc1ccc(NC(=O)CSc2n[nH]c(C)c2[N+](=O)[O-])cc1C,2
Cn1cccc1Cc1nnc(SCC(=O)NCC2CCCO2)n1-c1ccc(F)cc1 (centres undefined),-9
Cc1cc(C)c(NS(=O)(=O)c2ccc(NC(=O)c3ccco3)cc2)c(C)c1,4
COC(=O)c1[nH]c2c(c1C)C(=O)CC(c1cccs1)C2 (centres undefined),-1
CCCS(=O)(=O)N1CCC(C(=O)NCc2ccccc2Cl)CC1,-8
O=C(c1cccc(Br)c1)N1CCN(C(=O)N2CCCCC2)CC1,0
COc1ccc(S(=O)(=O)N2CCC(C(=O)Nc3ccc(OC)cc3OC)CC2)cc1,1
COc1ccc(C2C(=O)N(C3CCCC3)CC(=O)N2CCC2=CCCCC2)cc1 (centres undefined),-2
CC(=O)Nc1ccc(S(=O)(=O)N2CCSC2C(=O)O)cc1 (centres undefined),-8
CC(C)COC(=O)c1cc(=O)[nH]c2ccccc12,3
Cc1cccn2c(=O)c(C=Nc3ccccc3)c(NCc3ccco3)nc12,-7

# Laid out differently: two of the compounds above
canonical_smiles | 14-3-3g Raf
CC(C)COC(=O)c1cc(=O)[nH]c2ccccc12 | 3
Cc1cccn2c(=O)c(C=Nc3ccccc3)c(NCc3ccco3)nc12 | -7

# Other entries.
SMILES,14-3-3g Raf
O=C(COc1ccc(-c2nnco2)cc1)N1CCN(S(=O)(=O)c2ccc3ccccc3c2)CC1,-7
COc1nc(C)ccc1-c1noc(-c2ccco2)n1,-6
CC1=Nn2c(nnc2-c2ccco2)SC1,5
Cc1ccc2c(C(=O)CN(C)C)c(C)[nH]c2c1,3
COc1ccc(C(=O)c2ccc(N(C)C)cc2)c(OC)c1,-8&-7
Cc1csc(SCCCCCCC(=O)O)n1,-1
CCOC(=O)c1csc(NC(=O)CSc2nnnn2-c2ccc(OC)cc2)n1,-2
Cc1nnc(NC(=O)c2c(C(=O)O)cccc2[N+](=O)[O-])s1,-2
CCC(=O)N1CCc2cc(S(=O)(=O)NCCC(=O)N3CCc4ccccc43)ccc21,-1
COc1cc(Br)c(C2Nc3ccccc3NC3=C2C(=O)CC(c2ccc(C)cc2)C3)cc1OC (centres undefined),-8

# As a short view, some entries already given:
SMILES,14-3-3g Raf
Cc1ccc2c(C(=O)CN(C)C)c(C)[nH]c2c1,3
COc1ccc(C(=O)c2ccc(N(C)C)cc2)c(OC)c1,-8&-7
Cc1csc(SCCCCCCC(=O)O)n1,-1
CCOC(=O)c1csc(NC(=O)CSc2nnnn2-c2ccc(OC)cc2)n1,-2
Cc1nnc(NC(=O)c2c(C(=O)O)cccc2[N+](=O)[O-])s1,-2
CCC(=O)N1CCc2cc(S(=O)(=O)NCCC(=O)N3CCc4ccccc43)ccc21,-1
COc1cc(Br)c(C2Nc3ccccc3NC3=C2C(=O)CC(c2ccc(C)cc2)C3)cc1OC (centres undefined),-8

# Continuation:
SMILES,14-3-3g Raf
CNC(=O)NC(=O)COC(=O)CCCOc1ccc(OC)cc1,2
CCC(C(=O)NC1CCCCC1)N(CC1CCCO1)C(=O)CNS(=O)(=O)c1ccc(OC)cc1 (centres undefined),-8
CCOc1ccc(NS(=O)(=O)c2ccc3[nH]cc(C(=O)NCc4cccnc4)c(=O)c3c2)cc1,-14
CCOC(=O)C1CCCN(C(=O)c2cc3c(C)nc4ccccc4c3o2)C1 (centres undefined),-14
O=C(O)c1ccc(NC(=O)c2ccccc2)cc1,-3
CCc1cccc(C)c1NC1=NS(=O)(=O)c2ccccc21,-8
O=c1c(O)c(-c2cc(O)c(O)c(O)c2)oc2cc(O)cc(O)c12,-3
CCOc1ccc(-n2nc(C(=O)N(C)C3CCCCC3)c3ccccc3c2=O)cc1,2
COc1cc(OC)cc(C(=O)c2ccc(C(=O)Nc3cc(C(C)C)c(O)cc3C)cc2)c1,-17
CCN(CC)S(=O)(=O)c1ccc(N2CCCC2)c(C(=O)OCC(=O)/C(C#N)=C(\C)N)c1,-3
COc1ccc(CCN2CNc3c(c(=O)n(C)c(=O)n3C)C2)cc1OC,-5
COc1ccc(C=CC2=NN(c3ccccc3)C(c3ccc(OC)cc3OC)C2)c(OC)c1 (centres undefined),-25
COC(=O)C(NS(C)(=O)=O)(c1cccn1C)C(F)(F)F (centres undefined),0
O=C(NCCCN1CCN(c2ccccc2F)CC1)c1cc(=O)[nH]c2ccc(S(=O)(=O)N3CCCC3)cc12,-9
CCOc1ccc(C=Nc2cc([N+](=O)[O-])ccc2C)c(O)c1,+
O=C(NCCc1ccccc1)c1nn2c(C(F)(F)F)cc(-c3cccs3)nc2c1Br,2
Cc1nn(C(=O)c2ccc(Br)cc2)c(C)c1Sc1ccc([N+](=O)[O-])cc1,0
O=C(CCn1nnc2ccccc21)Nc1nnc(Cc2ccccc2)s1,-22
O=C(Oc1cccc(NC(=O)c2cccs2)c1)c1cccc(S(=O)(=O)N2CCOCC2)c1,-10
CCOc1ccc2c(=O)c(-c3ccc(Cl)cc3)c(C(F)(F)F)oc2c1,-17
CC1=Nc2cc(C(=O)NCc3ccccc3Cl)ccc2Sc2ccc(Cl)cc21,-90
COCCCNC(=O)CSc1nc2ccccc2c(=O)n1CCCC(=O)NCC1CCCO1 (centres undefined),11
COC(=O)c1cc2occc2n1Cc1c(F)cccc1Cl,-2
Cc1ccccc1-c1c(C(F)(F)F)oc2c(C)c(O)ccc2c1=O,-11
Cc1ccc(C)c(N2CC(=O)N(c3cc(C)ccc3C)CC2=O)c1,-1
O=C(c1ccccc1Cl)N1CCC(c2nc3c(nnn3Cc3ccco3)c(=O)[nH]2)CC1,-4
CCC(C)NC(=O)c1cnn2c(C(F)(F)F)cc(-c3ccc(Br)cc3)nc12 (centres undefined),2
Cc1ccc(C2CC(C(F)(F)F)n3ncc(C(=O)NCc4cccnc4)c3N2)cc1 (centres undefined),-9
COC(=O)C1C(=O)C2=C(CC1C)NC(C)=C(C(=O)OC(C)C)C2c1ccc(Cl)c([N+](=O)[O-])c1 (centres undefined),0
CC(NC(=O)c1ccccc1Cl)C(=O)O (centres undefined),-3
Cc1ccnc(NS(=O)(=O)c2ccc(NC(=O)c3ccco3)cc2)n1,-11
COc1cc(Nc2ncnc3sc(C)c(S(=O)(=O)N4CCC(C)CC4)c23)cc(OC)c1OC,2
COc1ccc(Cl)cc1NC(=O)CSc1nnc(COc2ccc3c(c2)CCCC3)o1,-36
CCCN1CCN(C(=O)Cn2c(=O)oc3cc(S(=O)(=O)NCc4ccccc4)ccc32)CC1,2
Cc1ccc(C2=CC(c3cccc(C)c3)n3nnnc3N2)cc1 (centres undefined),4
O=C(c1ccccc1)c1ccc(OCC(O)CN2CCCCC2)cc1 (centres undefined),-1
CCOc1ccc(N=c2oc3c(C)ncc(CO)c3cc2C(=O)Nc2cccc(C(F)(F)F)c2)cc1,0
CC(=O)C1=C(Nc2ccc(Br)cc2)CC(C)(O)C(C(C)=O)C1c1ccc(C)cc1 (centres undefined),-11
CCS(=O)(=O)c1ccc(O)c(NC(=O)c2cc(OC)c(OC)c(OC)c2)c1,-4
CN(C)c1ccc(C2NCCS2)cc1 (centres undefined),-5
COc1ccccc1CNC(=O)CSc1nnc2[nH]c3cc(C)cc(C)c3c2n1,-11
COc1ccc2cnn(Cc3ccccc3)c(=O)c2c1OC,7
COc1ccc(-n2ncc3c(Nc4ccc(C)c(C)c4)ncnc32)cc1,-1
CCn1c(=NC(=O)CN2C(=O)CCC2=O)sc2c(OC)ccc(OC)c21,-5
COC(=O)c1ccc(NC(=O)CN(C)S(=O)(=O)c2ccc(OC)c(C)c2)cc1,0
CNS(=O)(=O)c1cccc(C(=O)OC2CCCCC2=O)c1 (centres undefined),-2
Cc1cc(C)n(-c2nc3ccccc3nc2N2CCN(C(=O)c3ccccc3)CC2)n1,5
COc1ccc(C(=O)Nc2ccncc2)cc1OC,3
CCOc1ccc(OCC)c(NC(=O)C2Cc3ccccc3CN2S(C)(=O)=O)c1 (centres undefined),-10
CCOc1ccc(C(=O)Nc2ccc3nn(-c4cccc(Cl)c4)nc3c2)cc1Br,-35

# Next part.
SMILES,14-3-3g Raf
O=C(CCn1c(=S)[nH]c2ccccc2c1=O)N1CCCC1,-4
O=C1CSc2ccccc2N1Cc1ccc(Cl)cc1,0
COCCCn1c(SCC(=O)N(C)C)nnc1-c1ccccc1,-6
CCCC(=O)N(c1ccc2oc3c(c2c1)CCCC3)S(=O)(=O)c1cc([N+](=O)[O-])ccc1C,-5
Cc1ccc(N2C(=O)C3C(C2=O)C2C=CC3C23CC3)cc1C (centres undefined),2
O=C(NC1C(=O)NNC1c1ccccc1)c1ccccc1 (centres undefined),-4
Clc1ccc(-n2cccc2)cc1,-9
COCCN1C(=O)C(=O)/C(=C(/O)c2ccccc2)C1c1ccccc1F (centres undefined),0
Cc1cc(C)c2c(=O)[nH]c(SCC(=O)N3CCCCC3)nc2n1,-4&1
O=C(Nc1nc(-c2cccs2)c(C(=O)C(F)(F)F)s1)c1coc2ccccc2c1=O,1
Cc1cccc(NC(=O)Cn2cccc2)c1,0
O=[N+]([O-])c1ccc(Oc2cccc(O)c2)cc1,10
CC1CCCC(C(=O)OCc2ccccc2)N1 (centres undefined),0
COc1ccccc1N=Cc1ccc(O)cc1O,-40
CCOc1ccc(C(=O)Nc2c(C(N)=O)oc3ccccc23)cc1,-6
NC(=O)c1ccccc1NC(=O)C(Cc1ccccc1)N1C(=O)c2ccccc2C1=O (centres undefined),-4
CCC(=O)N1CCc2cc(Br)cc(S(=O)(=O)N3CCCC(C(=O)NC4CCCCC4C)C3)c21 (centres undefined),-5
O=C(O)CSc1nnc2n(CCOc3ccccc3)c3ccccc3n12,-5
Cc1ccc(Cn2ccc(NC(=O)c3cc(-c4cccs4)on3)n2)cc1,-3
O=c1c2cc(N3CCOCC3)ccc2[nH]c(=S)n1CCN1CCCC1,3
Cc1ccc(-n2cc(-c3ccccc3)nc2SCC(=O)c2ccccc2)cc1,-2
CCOC(=O)c1cccc(Nc2c(C(=O)OCC)cnc3c(C(F)(F)F)cccc23)c1,-8
O=C(Nc1ccc(S(=O)(=O)N2CCCCC2c2cccnc2)cc1)c1ccccc1[N+](=O)[O-] (centres undefined),-1
Cc1nnc(NC(=O)CSc2nc3c(c(=O)n2CCc2ccccc2)SC(C)C3)s1 (centres undefined),-7
COc1ccc(-c2cc(C(=O)NCCc3ccccc3)no2)cc1OC,3&2
O=C(c1ccccc1Br)N1CCN(c2ccc([N+](=O)[O-])c(NCc3ccco3)c2)CC1,-1
O=C(COc1ccc2ccccc2c1Br)Nc1ccc(S(=O)(=O)N2CCCCCC2)cc1,-32
Cn1c(=O)c2c(SCC(=O)N3CCCc4ccccc43)nc(C3CC3)nc2n(C)c1=O,2
N#Cc1c(NCCCO)nc(-c2ccccc2)c2c1CCCC2,0
CC(=NCc1ccccc1)C1=C(O)COC1=O,-18
Cc1ccc(NC(=O)CCCCCN2C(=O)c3cccc([N+](=O)[O-])c3C2=O)c(Br)c1,-2
COCCCNC(=O)C(C)C1Sc2ccccc2N(Cc2cc(C)ccc2C)C1=O (centres undefined),-8
c1ccc(Cn2ncc3c2ncn2nc(-c4ccncc4)nc32)cc1,1
COc1ccccc1C(=O)N1CCN=C1SCc1cccnc1,10
COc1ccc(NC(=O)c2c(NCc3ccncc3)sc3c2CCCC3)c(OC)c1,-33
CC1=C(C(=O)Nc2ccc(C)cc2C)C(c2cccc(Br)c2)NC(=O)N1 (centres undefined),1
CCOc1ccc(N=C2SC(C(=O)Nc3ccc(Br)cc3)CC(=O)N2C)cc1 (centres undefined),8

# Compound activity deposited in PubChem by Emory University Molecular Libraries Screening Center.
